GRP78 ERSR act: inducers of ER stress response in human glioma cells; U87-MG GRP78 promoter luciferase reporter, 16 h; AID 602332; Potency, µM, inactives show at the top dose activation, usual class: activators; 420,000 compounds, 0.02% hits; further: potency means the concentration at half of the fitted maximal effect; series mostly up to about 76 µM; % of control where 0% means no effect; nearly all actives have a fitted effect of over 35% in size
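ERSR induction read as luciferase luminescence (Bright-Glo, 10 min at room temperature) in stably transfected human U87-MG glioma cells exposed to compounds for 16 h, using GRP78 as sensor.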
BLM helicase inh: blocks DNA unwinding by human BLM helicase; Potency, µM (titrated, usually from 56.1 µM), without a hit: at the highest dose activity change, negative = inhibition, most hits filed as inhibitors; 350,000 compounds, 0.2% hits; recombinant BLM DNA unwinding, fluorescence dequenching; AID 2528;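 further: potency means the concentration at half of the fitted maximal effect; plate controls were vehicle for no effect and no enzyme for full effect; nearly all actives have a fitted effect of over 35% in size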
APE1 inh: inhibitors of human APE1 endonuclease; AID 2517; Potency, µM (series often up to 65.8 µM), without a hit: top-dose activity change, negative = inhibition, actives largely listed as inhibitors; 350,000 compounds, 0.35% hits; recombinant APE1, TAMRA/BHQ-2 abasic DNA cleavage fluorescence;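 further: potency means the concentration at half of the fitted maximal effect; plate controls were vehicle for no effect and reference inhibitor for full effect; nearly all actives have a fitted effect of over 55% in size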
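Quantitative HTS: incision of a TAMRA/BHQ-2 double-stranded substrate bearing a tetrahydrofuran abasic site by 0.75 nM APE1 raises fluorescence. Substrate 50 nM final, added after 15 min compound preincubation at room temperature; progress as third-minus-first kinetic read difference.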
POLH inh: blocks human DNA polymerase eta activity; Q9Y253; recombinant Pol eta, fluorescent DNA replication assay; Potency, µM (highest dose often 114 µM), without a hit: at the top dose activity change, negative = inhibition, actives largely listed as inhibitors; 390,000 compounds, 1.2% hits; AID 588591; further: potency means the concentration at half of the fitted maximal effect; on the % scale 0 is the no-effect control and ±100 the full control effect
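Pol eta (10 nM) was preincubated with compounds for 15 min at room temperature, after which fluorescent replication substrate (50 nM final) was added to start the reaction. Fluorescence was read kinetically at 0 and 10 min.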
Anesthetic bind: binds horse apoferritin like a general anesthetic; P02791; apoferritin/1-aminoanthracene competitive binding, fluorescence; Potency, µM (doses to about 77.5 µM), inactives show at the top dose activity change, negative = displacement, hits mostly inhibitors; 350,000 compounds, 0.074% hits; further: potency means the concentration at half of the fitted maximal effect; on the % scale 0 is the no-effect control and ±100 the full control effect; nearly all actives have a fitted effect of over 20% in size
Target sequence (P02791 2-175 limits assumed): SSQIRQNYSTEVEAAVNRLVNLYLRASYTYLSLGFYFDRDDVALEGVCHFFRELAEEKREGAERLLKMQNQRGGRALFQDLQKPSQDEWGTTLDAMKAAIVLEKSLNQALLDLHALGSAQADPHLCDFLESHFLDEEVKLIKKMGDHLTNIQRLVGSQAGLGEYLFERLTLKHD
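In PBS, apoferritin at 10 uM is loaded with 1-AMA from a 50% saturated solution. After 10 min of compound exposure at ambient temperature, reduced 535 nm fluorescence indicates probe displacement.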
Pol kappa inh: inhibitors of human DNA polymerase kappa; Q9UBT6; Potency, µM (series often up to 107 µM), inactives show at the highest dose activity, negative = inhibition, hits mostly inhibitors; 400,000 compounds, 0.53% hits; purified Pol kappa, fluorescent DNA synthesis assay, 10 min; further: potency means the concentration at half of the fitted maximal effect; on the % scale 0 is the no-effect control and ±100 the full control effect
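First, compounds were pin-transferred onto 10 nM Pol kappa. After 15 min at room temperature, substrate was added to 50 nM final. Fluorescence was then measured kinetically at 0 and 10 min.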
LDHA block: blocks human lactate dehydrogenase A. purified LDHA, NADH/diaphorase-resazurin fluorescence; hits give low values. activity change, % (values are at about 110 or 230 µM). 480,000 compounds, 0.15% hits. AID 1347041; in the data active means activity change below about -30%; inconclusive means mostly about -25% to -30%;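 further: plate controls were DMSO wells for no effect and wells without enzyme for full effect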
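Enzyme activity of human lactate dehydrogenase 5 (2 nM; 0.06 mM NADH, 0.2 mM pyruvate, 5 min, RT) is measured via a resazurin/diaphorase fluorescence readout of residual NADH.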
POLB inh: blocks human DNA polymerase beta activity | Pol beta primer extension/strand displacement, fluorescence kinetic | Potency, µM (titrated, usually from 114 µM), for inactives: top-dose activity change, negative = inhibition, hits mostly inhibitors | 340,000 compounds, 1.3% hits | AID 485314; further: potency means the concentration at half of the fitted maximal effect; on the % scale 0 is the no-effect control and ±100 the full control effect
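Homogeneous kinetic assay of primer extension and strand displacement by 10 nM Pol beta, preincubated 15 min at room temperature with compound before 50 nM substrate (final) was added. Read at 0 and 10 min; four-parameter Hill fit.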
POLI inh: blocks human DNA polymerase iota activity. Pol iota fluorescent replication assay, 10 min. Potency, µM (highest dose often 115 µM), for the others: at the highest dose activity, negative = inhibition, hits mostly inhibitors. 390,000 compounds, 1% hits; further: potency means the concentration at half of the fitted maximal effect
Target sequence (Q9UNA4 whole entry, looked up): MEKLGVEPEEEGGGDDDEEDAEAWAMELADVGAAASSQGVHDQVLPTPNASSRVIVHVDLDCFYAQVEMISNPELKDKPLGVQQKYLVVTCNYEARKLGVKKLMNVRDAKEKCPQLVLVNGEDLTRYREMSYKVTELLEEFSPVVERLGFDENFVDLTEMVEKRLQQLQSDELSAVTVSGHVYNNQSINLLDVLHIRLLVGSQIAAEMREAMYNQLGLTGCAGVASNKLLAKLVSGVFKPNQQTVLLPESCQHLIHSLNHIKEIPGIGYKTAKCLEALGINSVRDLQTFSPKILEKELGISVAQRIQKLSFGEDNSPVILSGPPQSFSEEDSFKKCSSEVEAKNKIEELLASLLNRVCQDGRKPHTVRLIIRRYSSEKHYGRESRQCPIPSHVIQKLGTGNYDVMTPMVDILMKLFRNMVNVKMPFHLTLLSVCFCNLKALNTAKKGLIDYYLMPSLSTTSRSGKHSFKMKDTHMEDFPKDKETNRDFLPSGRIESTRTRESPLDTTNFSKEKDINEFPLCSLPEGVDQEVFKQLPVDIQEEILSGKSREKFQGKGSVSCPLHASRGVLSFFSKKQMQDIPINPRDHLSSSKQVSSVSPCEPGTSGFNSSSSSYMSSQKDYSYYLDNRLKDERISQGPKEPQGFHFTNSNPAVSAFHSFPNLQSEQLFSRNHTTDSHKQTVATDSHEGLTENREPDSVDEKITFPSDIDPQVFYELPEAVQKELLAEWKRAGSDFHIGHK
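Fluorescent replication assay read twice, at 0 min and 10 min after adding 50 nM (final) substrate. Enzyme (10 nM) and compounds were first incubated 15 min at room temperature; enzyme-free buffer wells were negative controls.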
* hit, by the source's call; u = inconclusive; x = no result given; [ ] = dose if it differs, or a comment. Unless noted, the call rests on the fitted dose curve; in most records, active means well fitted curve in the direction sought with a large enough effect; inconclusive means small, poorly fitted or top-dose-only effect, or another doubt; inactive means no such curve, though single readings can be large; an effect the other way counts as inactive or inconclusive. Only part of the results is shown. The share of hits here may be higher or lower than overall.

Structure | GRP78 ERSR act | BLM helicase inh | APE1 inh | POLH inh | Anesthetic bind | Pol kappa inh | LDHA block | POLB inh | POLI inh
O=C(CCc1ccccc1)NN1C(=O)C2C3C=CC(O3)C2C1=O (centres undefined) | -1.4% | 2.1% | 7.4% | 2.3% | -1.8% | 2.5% | -3.6 | -25.1% | 44.5%
O=C(CSc1nc(C2CCCCC2)n(-c2ccccc2)n1)NCCN1C(=O)CSC1=O | -0.4% | -1.7% | -0.9% | -13.8% | 5.2% | -5.5% | -3.7 | -11.8% | 36.2%[activator]
CCOc1ccc(CNC(=O)C2CCN(S(=O)(=O)c3cn(C)cn3)CC2)cc1OC | 1.6% | -1.2% | x | -5.6% | -16.9% | -9.6%[60.1 µM] | -4.0 | 0.8% | u
CCOC(=O)C1CCCN(c2ncnc3c2cnn3-c2cccc(C)c2)C1 (centres undefined) | -3.4% | -3.1% | 13.2% | -19.7% | -5.0% | -2.1% | 0.6 | 28.3% | 26.4%
CC1(C2CC2)NC(=O)N(CC(=O)N2CCN(c3cccc(C(F)(F)F)c3)CC2)C1=O (centres undefined) | -2.6% | x | -1.4% | 3.8% | x | -11.8% | -8.5 | x | 73.0%[activator]
Cc1ccc2nc(N(CCCN(C)C)C(=O)COc3ccc(Cl)cc3)sc2c1 | -5.0% | -4.4% | -2.7% | -11.6% | u | 8.9% | -1.5 | -26.8% | 19.1%
Cn1nc(C(=O)NCCOc2ccccc2)c2ccccc2c1=O | 1.0% | -1.9% | -4.5% | -8.4% | -9.5% | -9.1% | -13.9 | -24.7% | 77.2%[activator]
Cc1ccc(C)c(OCC(=O)NNC(=O)C2CCC2)c1 | -2.1% | x | 42.9%[activator] | -11.2% | x | 17.5% | -3.2 | x | -7.8%
Cc1ccc(C(=O)NNC(=S)Nc2cccc(Cl)c2Cl)cc1[N+](=O)[O-] | -2.7% | u | -2.1% | -15.4% | -15.3% | u | -3.1 | -1.7% | -9.6%
Cc1cc(C)c2c(c1)C1(OCCO1)C(=O)N2 | -0.8% | 2.4% | -14.9% | -18.3% | -12.2% | 0.4% | -10.2 | 3.2% | 174.0%[activator]
O=c1oc2c(CN3CCCCC3)c(O)ccc2c2c1CCCC2 | -3.5% | 1.2% | 2.4% | -9.6% | 808.4%[activator] | -3.6% | 0.4 | -0.5% | 19.2%
O=S(=O)(c1ccc(SCc2ccccc2F)nc1)N1CCCC1 | 13.4% | x | -5.7% | -14.2% | x | -4.7% | -8.3 | x | 29.5%
CCN(Cc1ccncc1)C(=O)c1cccs1 | -3.2% | -0.1% | 7.0% | -4.5% | -12.7% | 2.4% | -5.6 | 11.6% | -6.4%
CCC(C(=O)NCc1ccc(OC)c(OC)c1)n1nc(C)c2c(C)n(-c3ccc(C)cc3)nc2c1=O (centres undefined) | -0.3% | 0.3% | x | -16.3% | -4.3% | 4.6% | 6.3 | -0.1% | 25.3%
C[C@H](CO)N1C[C@H](C)[C@@H](CN(C)S(=O)(=O)c2ccccc2)Oc2ccc(NC(=O)Nc3ccccc3)cc2C1=O | -1.4% | x | 16.2% | -11.1% | x | -9.7% | 1.0 | x | -10.4%
C/C(Cl)=C\Cn1c(N2CCCC2)nc2c1c(=O)[nH]c(=O)n2C | -0.9% | 0.1% | -0.6% | -12.3% | -16.2% | 4.2% | -0.1 | 0.5% | 7.3%
COc1ccc(NC(=O)C2=C(C)NC(=S)NC2c2ccc(O)c(OC)c2)cc1 (centres undefined) | -0.7% | -1.9% | 0.0% | -18.5% | -3.1% | -3.0% | -0.5 | 27.8% | 29.0%
Cc1nc2c([N+](=O)[O-])c(C)c(C)cc2[nH]1 | -1.5% | -0.6% | 20.1% | -13.8% | -5.6% | -3.6% | 1.0 | -13.6% | 33.0%[activator]
COc1ccc(/C=C\C(=O)O[C@@H]2C(O)C(O[C@@H]3OC(C)[C@H](O[C@@H]4OCC(O[C@H]5O[C@H](CO)[C@@H](O)C(O)C5O)C(O)C4O)C(O)C3O)[C@H](OC(=O)[C@]34CCC(C)(C)C[C@@H]3C3=CCC5[C@@]6(C)CC(O)C(O[C@@H]7OC(CO)C(O)[C@H](O)[C@H]7O)[C@@](C)(C(=O)O)C6CC[C@@]5(C)[C@]3(CO)CC4)O[C@H]2C)cc1 (some centres undefined) | -10.5% | x | -9.4% | -1.0% | x | -17.7% | -3.4 | x | u
CNC(=O)c1ccccc1NC(=O)c1c(O)c2c([nH]c1=O)CCCC2 | 4.3% | 0.9% | 2.0% | 5.6% | -0.3% | -24.9% | 4.5 | -4.2% | 16.9%
Cc1ccc(C(=O)N2CCc3ccccc32)o1 | -6.6% | 3.4% | 18.6% | -8.1% | -2.1% | -16.1% | -6.7 | -1.0% | 4.0%
CC1CCN(CCCOc2ccc(OCc3ccccc3)cc2)CC1 | 4.2% | -5.3% | -0.3% | -11.3% | u | -16.8% | -19.6 | 0.1% | 9.7%
COc1ccc(-c2cc(C(F)(F)F)nc(-n3cc(Br)cn3)n2)cc1 | -4.9% | -4.8% | -3.6% | -6.9% | -11.9% | -19.3% | 0.7 | 8.0% | 13.0%
CCCCC1=CC2=C(c3ccco3)C(=O)C(C)(OC(=O)c3ccc(OC)cc3)C(=O)C2=CN1CCOC (centres undefined) | -4.0% | -5.0%[12.4 µM] | -0.9%[12.4 µM] | -7.0% | 5.8% | -16.4% | -8.3 | -27.2% | 6.5%
O=C(Cn1cc(SCc2c(F)cccc2Cl)c2ccccc21)N1CCCCC1 | 0.5% | -4.6% | x | -24.6% | 49.7%[activator] | 1.5% | 3.5 | -1.2% | 11.8%

An excerpt from above in order of molecular weight, high to low:
Structure | GRP78 ERSR act | BLM helicase inh | APE1 inh | POLH inh | Anesthetic bind | Pol kappa inh | LDHA block | POLB inh | POLI inh
Cc1ccc2nc(N(CCCN(C)C)C(=O)COc3ccc(Cl)cc3)sc2c1 | -5.0% | -4.4% | -2.7% | -11.6% | u | 8.9% | -1.5 | -26.8% | 19.1%
COc1ccc(-c2cc(C(F)(F)F)nc(-n3cc(Br)cn3)n2)cc1 | -4.9% | -4.8% | -3.6% | -6.9% | -11.9% | -19.3% | 0.7 | 8.0% | 13.0%
CCN(Cc1ccncc1)C(=O)c1cccs1 | -3.2% | -0.1% | 7.0% | -4.5% | -12.7% | 2.4% | -5.6 | 11.6% | -6.4%

Further entries.
Structure | GRP78 ERSR act | BLM helicase inh | APE1 inh | POLH inh | Anesthetic bind | Pol kappa inh | LDHA block | POLB inh | POLI inh
COc1ccccc1CN1CC(C(=O)NCCSc2nnnn2C)CCC1=O (centres undefined) | -3.8% | -1.0% | 12.3% | -12.8% | -3.4% | -6.7% | -3.4 | 23.7% | 19.8%
CC(C)(C)N(NC(=O)c1ccccc1)C(=O)c1ccc(C(=O)N(NC(=O)c2ccccc2)C(C)(C)C)cc1 | -4.5% | 2.1% | -8.8% | -8.8% | -6.7% | -1.7% | -8.3 | -1.5% | -4.2%
Cc1cc(C)c2c(CC(=O)Nc3ccc(S(=O)(=O)N4CCCCC4)cc3)coc2c1 | -0.7% | -8.8% | x | -17.3% | -12.9% | 10.4% | 0.4 | 5.4% | 14.4%
CN(C)Cc1ccccc1-c1nccc(Nc2ccc(F)cc2)n1 | -1.9% | -1.2% | 1.9% | x | x | -3.4%[60.1 µM] | x | x | x
COc1ccc([C@@H]2CC(=O)c3c(O)cc(O[C@H]4O[C@@H](CO[C@H]5O[C@@H](C)[C@@H](O)[C@@H](O)[C@@H]5O)[C@@H](O)[C@@H](O)[C@@H]4O)cc3O2)cc1O | -5.5% | -7.1%[21.4 µM] | x | x | 5.4%[29.3 µM] | -1.6%[19.4 µM] | x | x | x
O=S(=O)(Nc1ccc(-c2nc3cccnc3s2)cc1)c1ccccc1F | 6.4% | -3.7% | -1.7% | -20.7% | 49.8%[activator] | -5.6% | -2.8 | -21.1% | 21.7%
Cc1oc2ncnc(N3CCOCC3)c2c1C(=O)NCc1ccccc1 | -1.6% | 2.9% | x | 1.2% | -11.8% | 6.6% | -7.3 | 16.6% | 19.1%
O=C(NCCC1=CCCCC1)C(=O)NCC1OCCCN1S(=O)(=O)c1ccccc1 (centres undefined) | 0.0% | -0.4% | 0.0% | -20.1% | -5.0% | -13.4% | -0.9 | -21.3% | 13.2%
CCOc1cc(C2C3=C(CCCC3=O)N(C)C3=C2C(=O)CCC3)cc(Cl)c1O | -3.8% | -7.1% | 3.8% | -4.2% | -4.5% | 3.3% | 12.1 | -15.8% | u
Cc1c(C(=O)Nc2ccc(-n3cnnn3)cc2)oc2ccccc12 | 0.8% | -7.4% | -4.4% | 13.6% | -9.6% | -6.2% | -6.9 | 1.3% | -8.6%
CS(=O)(=O)Nc1ccccc1Oc1ccccc1 | -2.8% | 0.0% | 1.3% | -0.3% | -14.4% | 1.5% | 4.8 | 16.6% | 14.7%
COc1cccc(CNC(=O)Cn2c(=O)c3cccn3c3ccccc32)c1 | -1.0% | -1.2% | 8.9% | -12.7% | -6.3% | -1.4% | -5.8 | 8.4% | 26.0%
COc1ccc(CN(C(=O)Nc2cc(C)ccc2C)C2CCN(C(C)=O)CC2)cc1 | -1.8% | -3.1% | x | -3.4% | -7.3% | -4.2% | -4.0 | 42.3% | -12.5%
S=c1[nH]ncn1/N=C/c1cccc(Oc2ccccc2)c1 | 5.6% | -2.3% | -12.8% | -17.3% | u | -13.1% | -0.6 | 29.8% | -9.0%
COc1ccc(-c2[nH]nc3oc(=O)c(CCO)c(C)c23)cc1 | 1.6% | -7.4% | 14.6% | 13.0% | -4.5% | -13.9% | -3.7 | 6.7% | 3.9%
Cc1ccc(C(=O)CCC(=O)CCC(=O)O)cc1 | -2.9% | x | x | -0.3% | x | -1.1% | -7.2 | x | 29.2%
OC(c1ccccc1)c1cccnc1 (centres undefined) | -6.0% | -9.8% | 0.8% | -1.9% | -7.0% | -2.8% | -6.7 | 12.1% | 26.3%
Cc1ccc(Nc2c([N+](=O)[O-])c(=O)oc3ccccc23)cc1 | -6.8% | -7.5% | 2.8% | 0.0% | -14.3% | -5.9% | -8.4 | -21.8% | 130.1%[activator]
O=C(CN(C(=O)CNC(=O)c1cccs1)c1ccc2c(c1)OCCO2)NC1CCCC1 | 2.1% | 0.5% | -1.9% | 5.4% | 5.0% | -4.7% | -6.5 | 0.7% | x
